LmPK inh = LmPK (Leishmania mexicana) enzyme inhibition. purified LmPK, Kinase-Glo ATP luminescence, 1 h. Potency, µM (titrated, usually from 57.5 µM), inactives show at the highest dose activity change, negative = inhibition, usual class: inhibitors. Q27686. hit rate 0.37% among 290,000; further: potency means the concentration at half of the fitted maximal effect; on the % scale 0 is the no-effect control and ±100 the full control effect
Target sequence (Q27686 whole entry, looked up): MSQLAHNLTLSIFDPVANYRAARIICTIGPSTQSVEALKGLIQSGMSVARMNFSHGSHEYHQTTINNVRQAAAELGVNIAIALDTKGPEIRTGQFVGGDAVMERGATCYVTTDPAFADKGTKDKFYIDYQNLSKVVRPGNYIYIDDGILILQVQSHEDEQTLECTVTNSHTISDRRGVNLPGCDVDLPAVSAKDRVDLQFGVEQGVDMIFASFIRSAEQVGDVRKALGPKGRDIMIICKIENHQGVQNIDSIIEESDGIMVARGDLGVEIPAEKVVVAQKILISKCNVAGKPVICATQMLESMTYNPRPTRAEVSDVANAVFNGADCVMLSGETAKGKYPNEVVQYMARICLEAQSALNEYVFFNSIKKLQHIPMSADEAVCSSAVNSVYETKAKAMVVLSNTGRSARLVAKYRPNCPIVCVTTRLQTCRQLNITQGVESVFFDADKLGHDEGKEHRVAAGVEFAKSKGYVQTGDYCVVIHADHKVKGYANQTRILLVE
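Purified LmPK (0.1 nM) with 0.5 mM PEP and 0.1 mM ADP in imidazole buffer pH 7.2 with MgCl2/KCl, 1 h at room temperature. ATP formed was read by luciferase luminescence and normalized to no-enzyme and uninhibited controls.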
TbPYK inhibitor = inhibitors of Trypanosoma brucei pyruvate kinase | Q57TT1 | TbPYK enzyme, Kinase-Glo Plus ATP luminescence, 45 min | Potency, µM (highest dose often 76.8 µM), without a hit: top-dose activity, negative = inhibition, most hits filed as inhibitors | hit rate 0.12% among 410,000 | AID 624173; further: potency means the concentration at half of the fitted maximal effect; on the % scale 0 is the no-effect control and ±100 the full control effect; nearly all actives have a fitted effect of over 50% in size
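Quantitative HTS: titrated library compounds versus trypanosomal pyruvate kinase in TEA buffer (pH 7.2) containing KCl, MgCl2, BSA and Tween-20. Reactions were initiated with ADP, 130 uM final. Kinase-Glo Plus luminescence was read after 45 min at RT.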
CHX counter = counter-screen hit for Shiga toxin inhibitors, cycloheximide | AID 2314 | hit rate 12% among 300,000 | cell reporter, cycloheximide protein synthesis inhibition counterscreen | max response, %; in the data active means max response mostly above about 13%, no sharp cut-off; inactive means mostly below about 14%; further: read at 38.3 µM for the half of the compounds with a filed dose; 0% is about no effect
Pf growth 48h = P. falciparum growth inhibition at 48 hours (one generation); P. falciparum luciferase growth in erythrocytes, 48 h; Potency, µM (series often up to 28.7 µM), without a hit: at the highest dose activity change, negative = inhibition, most hits filed as inhibitors; hit rate 5.9% among 310,000; further: potency means the concentration at half of the fitted maximal effect; on the % scale 0 is the no-effect control and ±100 the full control effect
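Cell-based growth assay: transgenic P. falciparum expressing firefly luciferase, cultured in red cells within RPMI 1640 containing 0.5% w/v Albumax, 24 mM bicarbonate and gentamycin. A drop in luciferase activity indicates inhibition.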
Pf growth 96h = P. falciparum growth inhibition at 96 hours. P. falciparum luciferase reporter growth, 96 h. Potency, µM (highest dose often 28.7 µM), inactives show at the highest dose activity change, negative = inhibition, usual class: inhibitors. hit rate 6.9% among 320,000; further: potency means the concentration at half of the fitted maximal effect; on the % scale 0 is the no-effect control and ±100 the full control effect
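96 h incubation, 37 C, 5% CO2, of luciferase-reporter P. falciparum-infected RBCs (2% hematocrit, 0.05% parasitemia final) with test compounds; endpoint luminescence.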
AmpC no deterg = inhibitors of E. coli AmpC beta-lactamase without detergent. hit rate 0.52% among 330,000. P00811. Potency, µM (highest dose often 57.1 µM), without a hit: at the highest dose activity change, negative = inhibition, most hits filed as inhibitors. AID 485341. AmpC nitrocefin hydrolysis, absorbance 480 nm, 0.0001% Triton;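 further: potency means the concentration at half of the fitted maximal effect; plate controls were no compound for no effect and no enzyme for full effect; nearly all actives have a fitted effect of over 20% in size; some results filed as inactive show a strong effect at the top dose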
Target sequence (P00811 whole entry, looked up): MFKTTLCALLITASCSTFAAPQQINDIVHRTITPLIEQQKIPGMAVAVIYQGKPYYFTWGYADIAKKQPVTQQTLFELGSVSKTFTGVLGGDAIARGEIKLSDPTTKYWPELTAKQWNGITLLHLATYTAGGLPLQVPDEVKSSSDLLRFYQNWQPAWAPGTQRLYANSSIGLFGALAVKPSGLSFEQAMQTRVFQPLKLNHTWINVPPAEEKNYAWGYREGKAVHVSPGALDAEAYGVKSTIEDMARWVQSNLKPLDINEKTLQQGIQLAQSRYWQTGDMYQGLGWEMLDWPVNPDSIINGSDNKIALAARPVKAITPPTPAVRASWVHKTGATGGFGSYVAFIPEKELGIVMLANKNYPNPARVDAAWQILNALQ
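20 mM phosphate pH 7.0 + 0.01% (detergent screen) or 0.0001% Triton X-100; 5.3 nM AmpC reagent; cpd preinc 15 min RT; nitrocefin (800 uM stock) to start; A480 q20 s × 4 min; Activity was normalised to no-enzyme and no-compound control wells.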
Shiga inhibitor = inhibitors of Shiga toxin in Vero cells. Vero cells, Shiga toxin protein synthesis inhibition reporter. inhibition, % at 38.7 µM. hit rate 9.2% among 290,000; in the data active means inhibition mostly above about 28%, no sharp cut-off; inactive means mostly below about 43%; further: 0% is about no effect
The depositor's hits bear a star; ? = inconclusive; · = no result given; [ ] = remark or other dose. Unless noted, the call rests on the fitted dose curve; in most records, active means well fitted curve in the direction sought with a large enough effect; inconclusive means small, poorly fitted or top-dose-only effect, or another doubt; inactive means no such curve, though single readings can be large; an effect the other way counts as inactive or inconclusive.

SMILES	LmPK inh	TbPYK inhibitor	CHX counter	Pf growth 48h	Pf growth 96h	AmpC no deterg	Shiga inhibitor
O=C1OC(/C=C/c2ccccc2)=NC/1=C\c1cccnc1	4%	1%	5	-8%	11%	-30%	36
Cc1nn(C)cc1C(N)=O	4%	3%	-2	4%	0%	-4%	-13
CC1CCc2sc(C(=O)N(C)CC(=O)Nc3ccc(N4CCOCC4)cc3)cc2C1 (stereo not drawn)	-3%	6%	-3	?	?	101%[activator]	13
COc1cccc(C(C(=O)NC2CCCC2)N(C(=O)c2ccco2)c2ccc(C(C)=O)cc2)c1OC (stereo not drawn)	3%	3%	4	?	-6%	68%[activator]	6
Cc1cc(C)n(-c2nc3ccccc3c(=O)n2OCC(=O)OCc2ccccc2)n1	8%	1%	15*	1.5µM*	?	-1%	36
Cc1ccc(NC(=O)CSCc2cc(=O)n3ccsc3n2)c(C)c1	-5%	3%	-2	14%	28%	8%	-11
CCCc1ccc(-c2ccc(C(=O)O)cc2)nc1	?	-8%	26*	183%[activator]	0%	-18%	65*
CC(C)OC(=O)CSc1nnc2c3ccccc3n(C)c2n1	-1%	-6%	-2	9%	-11%	-24%	-2
O=C(N/N=C/c1ccc(OC(=O)c2ccccc2Br)cc1)c1ccccn1	-13%	-4%	-3	7%	?	3%	-16
O=c1c2ccccc2[nH]c(=S)n1CCCN1CCN(c2ccccc2)CC1	0%	-7%	-7	·	41%[activator]	-25%	13
COc1ccc(-n2c(SCC(=O)c3c(N)n(C)c(=O)n(C)c3=O)nc3ccccc32)cc1	-7%	-28%	-2	3%	?	-20%	-1
CN1C(=O)c2ccc(NC(=O)CSc3ccccc3)cc2C1=O	5%	0%	28*	40%[activator]	20%	-24%	32

In a second layout: results already given
molecule | LmPK inh | TbPYK inhibitor | CHX counter | Pf growth 48h | Pf growth 96h | AmpC no deterg | Shiga inhibitor
Cc1cc(C)n(-c2nc3ccccc3c(=O)n2OCC(=O)OCc2ccccc2)n1 | 8% | 1% | 15* | 1.5µM* | ? | -1% | 36
CC1CCc2sc(C(=O)N(C)CC(=O)Nc3ccc(N4CCOCC4)cc3)cc2C1 (stereo not drawn) | -3% | 6% | -3 | ? | ? | 101%[activator] | 13

The list goes on:
SMILES	LmPK inh	TbPYK inhibitor	CHX counter	Pf growth 48h	Pf growth 96h	AmpC no deterg	Shiga inhibitor
Cn1cc(Br)c(C(=O)NNC(=O)c2ccc(Cl)cc2)n1	-7%	-1%	39*	73%[activator]	-1%	2%	35
O=C(CCSCCc1ccccn1)Nc1ccc(Cl)cn1	3%	-2%	5	9%	·	-5%	-11
O=C(OCCN=C1NS(=O)(=O)c2ccccc21)C1CC(=O)N(c2ccc3ccccc3c2)C1 (stereo not drawn)	2%	8%	5	10%	·	35%	31
Cc1onc(-c2ccccc2)c1C(=O)Nc1nc2c(s1)CCCC2	-3%	2%	32*	9%	·	-20%	50
CN1C(=O)NC(c2ccc(O)cc2)C2=C1CN(c1ccc(O)cc1)C2=O (stereo not drawn)	3%	-9%	-2	5%	?	-14%	-10
COc1ccc(CN2CSC(=S)N(Cc3ccc(OC)cc3)C2)cc1	6%	-2%	-2	12µM*	?	-33%	-4
C(=N\Nc1nc(N2CCOCC2)nc(N2CCOCC2)n1)/c1ccco1	-3%	·	-2	7%	?	-3%	2
O=[N+]([O-])c1cccc(-c2csc(Nc3ccccc3)n2)c1	5%	0%	68*	19%	?	-41%	91*
COC(=O)c1ccc(C2C(Oc3ccccc3)C(=O)N2CCc2ccc(OC)c(OC)c2)cc1 (stereo not drawn)	0%	-1%	-1	-14%	-28%	-9%	-21
Cn1cnnc1SCc1ccc(C(=O)N/N=C/c2cccs2)cc1	-1%	0%	10	17%	-4%	4%	34
CC(C)C(C)(C#N)NC(=O)CSc1nnc(C(F)(F)F)n1C (stereo not drawn)	-6%	-14%	6	76%[activator]	16%	-14%	-18
COCCNC(=O)C(c1ccc(C)cc1)N(CCOC)C(=O)CCC(=O)Nc1ccccn1 (stereo not drawn)	-2%	-1%	-1	4%	-1%	7%	-18
Cc1csc(NC(=O)CSc2nnc3ncccn23)n1	-4%	4%	-5	14%	?	-13%	-9
CC(=O)N1CCN(c2ccc(Oc3nnnn3-c3ccccc3)cc2)CC1	-2%	-9%	-7	0%	-21%	22%	-9
O=C(Nc1ccc2c(c1)CCC2)c1ccccc1	?	0%	31*	24%	-72%	-29%	48*
CCC1(c2ccccc2)NC(=O)N(CC(=O)Nc2cc(S(=O)(=O)N3CCCCCC3)ccc2OC)C1=O (stereo not drawn)	·	-9%	·	9.3µM*	7.4µM*	-4%	·
CCOc1ccccc1-c1nc(-c2cccc(Br)c2)no1	0%	1%	1	54%[activator]	·	-14%	23
CCC(=O)Nc1ccc2c(c1)ncn2-c1ccccc1OC	-6%	-16%	7	-19%	?	-4%	24
Clc1ccc(-c2c[n+]3c(n2-c2ccccc2)SCC3)cc1	3%	5%	-1	1.2µM*	0.17µM*	-2%[11.4 µM]	6
Oc1ccc2ccccc2c1CNc1cnc2ccccc2c1	4%	·	29*	·	?	-38%	92*
COc1ccc(OC)c(S(=O)(=O)N2CCCC(C(=O)N3CCCC3)C2)c1 (stereo not drawn)	-1%	-7%	-2	-16%	-28%	31%	-3
Cc1cc(NS(=O)(=O)c2cn(C)nc2C)no1	0%	8%	-1	-23%	?	-12%	-9
Cc1cc(C)cc(N(CC(=O)NCCSCc2ccco2)S(C)(=O)=O)c1	0%	-2%	-4	0%	177%[activator]	37%	16
Cc1ccccc1OCC(=O)N/N=C/c1ccc(N2CCOCC2)o1	-13%	?	3	-1%	-19%	63%[activator]	16
Cc1nc2cc(-c3ccc(Cl)cc3)nn2c(NCCN(C)C)c1C	-2%	-1%	60*	?	10µM*	-6%	80*
O=C(NCc1ccc(F)cc1Cl)C1CCN(S(=O)(=O)N2CCC3(CC2)OCCO3)CC1	0%	2%	-2	-2%	-11%	37%	-19
O=C(NNS(=O)(=O)c1ccc([N+](=O)[O-])cc1)c1ccc([N+](=O)[O-])cc1	0%	-4%	-5	-3%	14%	-28%	-10
CC(C)(c1ccccc1)c1ccc(OCCN)cc1	-3%	0%	-3	?	28%	30%	-17
CC(OC(=O)c1ccco1)C(=O)Nc1ccc(C(F)(F)F)cc1 (stereo not drawn)	·	-11%	·	-1%	-30%	-4%	·
COc1ccc(C(=O)COC(=O)CCc2nc3ccccc3[nH]c2=O)cc1Br	-7%	-8%	-1	-7%	5%	-34%	-7
CCCN1C(=O)CSC1=Nc1ccccc1	-6%	5%	-2	16%	?	-8%	9
O=C(Nc1ccc(-c2nnc(-c3ccccc3)o2)cc1)C(F)(F)F	-11%	-6%	49*	160%[activator]	-6%	-3%	73
O=C(NCCCNC(=O)c1cc(Cl)ccc1Cl)c1ccco1	-2%	3%	-4	19%	1%	-5%	-10
CC(=O)N1CCN(c2ccccc2NC(=O)COc2ccccc2C)CC1	-2%	0%	-1	?	26%	87%[activator]	-1
CCOC(=O)c1sc(NC(=O)CC2OC(=O)c3ccccc32)nc1C (stereo not drawn)	·	-4%	·	20%	26%	-34%	·
COc1cc(-c2noc(C)c2C#Cc2ccccn2)cc(OC)c1OC	7%	-4%	-1	5%	?	50%	-2
CCN1C(=O)CSC1=Nc1cccc(C(=O)O)c1	-3%	0%	2	3%	?	-14%	·
O=C1CN(CC(=O)N2CCOCC2)c2ccccc2O1	3%	·	34*	?	45%[activator]	-21%	98*
C=CCn1c(-c2ccc(Cl)cc2)cnc1SC(C)C(N)=O (stereo not drawn)	-16%	-20%	8	-17%	?	8%	17
Cn1c(C(=O)NCC2CCCO2)cc2oc3ccccc3c21 (stereo not drawn)	0%	5%	35*	87%[activator]	86%[activator]	14%	103*
O=C(CSc1nc2ccccc2o1)N1CCN(C(=O)c2ccco2)CC1	2%	0%	-2	25%	6%	0%	-4
CCOc1ccc2nc(N(CCN(C)C)C(=O)c3ccc4c(c3)CCCC4)sc2c1	-5%	-3%	14	-22%	?	117%[activator]	-3
CC(C)OC(=O)NCCOC(=O)Nc1ccccc1Cl	2%	0%	20	9%	10%	-18%	12
Cc1ccc(C)c(NC(=O)CN(C)C(=O)Cc2ccccc2)c1	-5%	-1%	2	-13%	-34%	-31%	-11
CCOc1ccc(NC(=O)c2sc(NC(C)=O)c(C(=O)OC)c2C)cc1	-4%	-1%	-3	-9%	49%[activator]	-15%	-2
CN1CCC(NCCC(c2ccc(F)cc2)c2ccc(Cl)cc2)CC1 (stereo not drawn)	-2%	17%	-6	1.7µM*	1.9µM*	45%	-8
O=C1CCC(C(=O)Nc2ccccc2)N1 (stereo not drawn)	2%	2%	-1	-16%	?	-5%	2
Cc1c(Cl)cccc1NC(=S)NN1CCOCC1	3%	-1%	-2	·	-9%	-19%	-10
COc1ccc(NC2CCCN(C(=O)c3ccncc3)C2)cc1 (stereo not drawn)	0%	2%	-1	-18%	9%	0%	-17
O=C(O)c1nn(-c2ccccc2)ccc1=O	3%	-8%	-3	1%	41%[activator]	-11%	-2

Compounds from the list above that have a Cl atom (ten):
SMILES	LmPK inh	TbPYK inhibitor	CHX counter	Pf growth 48h	Pf growth 96h	AmpC no deterg	Shiga inhibitor
Cn1cc(Br)c(C(=O)NNC(=O)c2ccc(Cl)cc2)n1	-7%	-1%	39*	73%[activator]	-1%	2%	35
O=C(CCSCCc1ccccn1)Nc1ccc(Cl)cn1	3%	-2%	5	9%	·	-5%	-11
Clc1ccc(-c2c[n+]3c(n2-c2ccccc2)SCC3)cc1	3%	5%	-1	1.2µM*	0.17µM*	-2%[11.4 µM]	6
Cc1nc2cc(-c3ccc(Cl)cc3)nn2c(NCCN(C)C)c1C	-2%	-1%	60*	?	10µM*	-6%	80*
O=C(NCc1ccc(F)cc1Cl)C1CCN(S(=O)(=O)N2CCC3(CC2)OCCO3)CC1	0%	2%	-2	-2%	-11%	37%	-19
O=C(NCCCNC(=O)c1cc(Cl)ccc1Cl)c1ccco1	-2%	3%	-4	19%	1%	-5%	-10
C=CCn1c(-c2ccc(Cl)cc2)cnc1SC(C)C(N)=O (stereo not drawn)	-16%	-20%	8	-17%	?	8%	17
CC(C)OC(=O)NCCOC(=O)Nc1ccccc1Cl	2%	0%	20	9%	10%	-18%	12
CN1CCC(NCCC(c2ccc(F)cc2)c2ccc(Cl)cc2)CC1 (stereo not drawn)	-2%	17%	-6	1.7µM*	1.9µM*	45%	-8
Cc1c(Cl)cccc1NC(=S)NN1CCOCC1	3%	-1%	-2	·	-9%	-19%	-10

Hits appear at their usual frequency; 22% or so of the library scored in one or more.
